MT1-MMP act inh = blockers of MT1-MMP proenzyme processing, primary screen, HT1080 RFP-PRO-GFP cells, GFP/RFP fluorescence. GFP/RFP ratio change, % at 20 µM. GFP/RFP ratio fluorescence, overnight; percent of plate control window, DMSO zero. Matrix metalloproteinase-14 (Homo sapiens), P50281. actives 0.061% (n = 360,000);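 active = GFP/RFP ratio change of at least 30% with cell ATP level not reduced by more than half and red fluorescence within 50% of control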; note: strong numbers were not always called active
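Compound: 20 µM single dose, 1% DMSO / System: HT1080 RFP-PRO-GFP cells / Controls: DMSO and RFP-L50D-GFP cell wells / Read-out basis: GFP/RFP fluorescence ratio / Schedule: overnight compound exposure at 37 °C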
MsrA inh = bovine MsrA enzyme inhibitors, primary screen, biochemical, absorbance, HTS | Methionine sulfoxide reductase A (Bos taurus) | purified bovine MsrA, absorbance read-out | inhibition, % at 15.5 µM | actives 0.75% (n = 360,000); in the data active = inhibition above about 4.5%;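 note: 0% = vehicle wells with enzyme and 100% = reference inhibitor wells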
Rin1 Abl inh = inhibitors of Rin1-Abl protein binding, primary screen, biochemical, TR-FRET; Tyrosine-protein kinase ABL1 (Homo sapiens) + Ras and Rab interactor 1 (Homo sapiens), …; inhibition, % at 7.35 µM; actives 0.4% (n = 360,000); in the data active = inhibition above about 5%, passing the limit was not always enough
Neddylation inh = inhibitors of cullin neddylation, primary screen, biochemical, TR-FRET, uHTS, NAE and Ubc12; AID 651699, 2012; NEDD8-conjugating enzyme Ubc12 (Homo sapiens) + NEDD8-activating enzyme E1 regulatory …; actives 0.58% (n = 360,000); calls only at 25 µM; in the data active = inhibition above about 36%
Target sequence (P61081 whole entry, looked up): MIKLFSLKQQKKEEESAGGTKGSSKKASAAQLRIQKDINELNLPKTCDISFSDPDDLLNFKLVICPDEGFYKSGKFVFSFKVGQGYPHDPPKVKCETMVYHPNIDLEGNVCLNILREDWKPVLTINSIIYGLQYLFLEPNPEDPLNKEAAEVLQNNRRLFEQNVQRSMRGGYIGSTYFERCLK
Target sequence (Q13564 whole entry, looked up): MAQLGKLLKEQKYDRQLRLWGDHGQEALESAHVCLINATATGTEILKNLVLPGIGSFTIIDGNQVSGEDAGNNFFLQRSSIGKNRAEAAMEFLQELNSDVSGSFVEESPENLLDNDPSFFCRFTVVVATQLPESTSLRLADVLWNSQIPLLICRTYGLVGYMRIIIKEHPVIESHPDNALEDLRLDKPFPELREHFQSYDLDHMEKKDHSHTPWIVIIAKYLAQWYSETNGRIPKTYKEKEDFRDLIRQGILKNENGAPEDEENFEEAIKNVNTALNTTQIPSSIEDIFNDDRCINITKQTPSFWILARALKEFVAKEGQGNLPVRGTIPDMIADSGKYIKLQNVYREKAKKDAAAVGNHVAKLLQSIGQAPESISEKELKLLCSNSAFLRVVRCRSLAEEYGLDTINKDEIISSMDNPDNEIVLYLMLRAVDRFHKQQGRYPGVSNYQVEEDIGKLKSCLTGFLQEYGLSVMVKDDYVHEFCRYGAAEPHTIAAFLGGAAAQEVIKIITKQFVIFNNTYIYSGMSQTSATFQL
SKN-1 block = suppressors of acrylamide-induced Pgst-4::GFP reporter in worms, primary screen, SKN-1 inhibitor project, whole organism, uHTS, GFP/RFP fluorescence ratio, strain VP596 | actives 0.49% (n = 360,000) | C. elegans VP596 Pgst-4::GFP/RFP ratio, 24 h | inhibition, % at 21.8 µM;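 active = interference check ratio from 0.5 to 1.5 plus GFP to RFP signal ratio inhibition reaching or exceeding a fixed threshold, cut at about 30% in these data, passing the limit was not always enough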; note: some compounds called inactive have numbers as strong as hits
FAS TE block = FAS thioesterase domain inhibitors, primary screen, biochemical, fluorescence intensity, uHTS; actives 0.67% (n = 360,000); inhibition, % at 15 µM; recombinant FAS-TE, OMFH fluorogenic substrate, fluorescence endpoint;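 active = compounds whose normalised, plate-corrected inhibition of enzyme fluorescence in the single-dose primary screen is 50% or more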;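 note: 0% = DMSO with enzyme and 100% = substrate without enzyme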
CendR NRP1 mod = modulators of CendR peptide binding to NRP-1, primary screen, biochemical, fluorescence polarization, uHTS; actives 0.85% (n = 360,000); inhibition, % at 25 µM; FAM-RPARPAR peptide binding to NRP-1;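 active = inhibition or corrected inhibition above about 18%, plus a signal ratio from 0.5 to 1.5, limit read from the data, passing the limit was not always enough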; note: strong numbers were not always called active
E coli Lon inh = inhibitors of E. coli Lon protease, primary screen, biochemical, fluorescence polarization | P0A9M0 | purified E. coli Lon protease | inhibition, % at 7.94 µM | actives 0.42% (n = 360,000) | AID 602123, 2011; in the data active = inhibition above about 13%, passing the limit was not always enough;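 note: 0% = enzyme with probe and DMSO and 100% = no enzyme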
MsrA act = bovine MsrA enzyme activators, primary screen, biochemical, absorbance, HTS; Methionine sulfoxide reductase A (Bos taurus); purified bovine MsrA, absorbance read-out; activation, % at 10.6 µM; actives 0.3% (n = 360,000); in the data active = activation above about 7.5%;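 note: 0% = vehicle and 100% = reference activator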
* marks the source's active call; other numbers are inactive results; i = inactive; nt = not tested or not shown.

smiles	MsrA inh	Neddylation inh	Rin1 Abl inh	SKN-1 block	MT1-MMP act inh	E coli Lon inh	FAS TE block	MsrA act	CendR NRP1 mod
CCC(c1ccc(O)cc1)C(CC)c1ccc(O)cc1 (stereo not drawn)	-1.5	i	1	7	-6	1	3	-3	-9
O=C(Nc1ccc(Cl)cc1)N1CCCC(Cn2cccc2)C1 (stereo not drawn)	0.5	i	1	-4	0	-8	6	-4	6
Cc1ccc(-n2c(C)c([N+](=O)[O-])c3ccc(O)c(CN(C)C)c32)cc1	1.6	i	0	20	-17	-3	6	-3	-3
CCCCC[C@@H]1C=C(C(=O)O)[C@H](c2ccc(Cl)c(Cl)c2)N1S(=O)(=O)c1ccc(C)cc1	0.1	i	-3	0	9	-1	17	-2	-54
O=C(Nc1ccc(F)cc1)c1ccc(-n2ccnc2)nc1	0.9	i	-3	3	8	11	-7	-2	-2
COc1ccc2c(CC(=O)OCC(=O)Nc3cc(C)c(C)cc3[N+](=O)[O-])coc2c1	1.7	i	-6	3	2	-7	26	-5	9
CC(=O)Nc1ccc(NC(=O)c2ccc3c(c2)C(=O)N(c2ccccc2C)C3=O)cc1	0.7	i	0	8	2	3	-6	-8	0
O=C(COc1cc2oc(=O)cc(-c3ccccc3)c2cc1Cl)NCCN1CCOCC1	1.1	i	-6	-10	3	6	1	-2	-5
O=P(O)(CCc1ccccc1)C(O)c1ccccc1 (stereo not drawn)	0.7	i	0	-12	3	-1	-4	-10	5
N#CC1=C(SCc2ccc(C#N)cc2)N=C(N)C(c2nc(-c3ccccc3)cs2)C12CCCCC2 (stereo not drawn)	-0.1	i	0	-24	-20	-6	38	-13	10
Cc1ccc(C(c2sc3nc(C)nn3c2O)N2CCN(C(=O)c3ccco3)CC2)cc1 (stereo not drawn)	1.0	i	4	11	2	8	-5	-2	-8
CCCCNC(=O)c1ccc2c(c1)N(CC)C(=O)CS2	0.2	i	-1	-5	3	1	-4	-3	-3
O=C(CCC(=O)Nc1ccc(F)cc1)N/N=C/c1cccc(Br)c1	1.0	i	-3	0	-1	-7	4	0	3
S=C(NCc1ccco1)Nc1ccccn1	0.4	i	2	0	-3	-8	-1	-2	-7
CCOC(=O)c1ccc(NC(=O)Cn2ccc([N+](=O)[O-])n2)cc1	-0.8	i	-2	29	1	2	7	-1	3
Cc1ccc(N(C(=O)c2cnccn2)C(C(=O)NC2CCCCC2)c2ccc(O)cc2)cc1 (stereo not drawn)	-1.0	i	3	7	0	11	-2	-2	12
COC(=O)c1ccc(CNC(=O)CCNC(=O)c2ccco2)cc1	1.2	i	3	-15	0	-4	-8	0	5
Cc1cc(OCC(=O)C(C)(C)C)c2c(C)c(C)c(=O)oc2c1	-0.4	nt	1	0	-4	-12	3	0	-3
COc1ccc(-n2c(O)c(/C=N/NS(=O)(=O)c3cccc([N+](=O)[O-])c3)c3ccccc3c2=O)cc1OC	0.9	i	0	0	-97	-110	-12	-4	-160
COc1cc(OC)c2c(-c3cccc(-c4ccc(OC(F)(F)F)cc4)c3)cc(=O)oc2c1	0.1	i	-2	5	-2	-10	20	-3	-2
COn1c(=O)c(=O)n(OC)c2ccccc21	0.8	i	3	22	-1	9	-1	-1	5
O=C(Nc1ccccc1Cl)NC1(C(=O)N2CCOCC2)CCCCC1	-0.1	i	1	-6	-2	5	-6	-4	14
Cc1ccoc1C(=O)Nc1ccc2ccccc2c1	0.7	i	0	32	-3	1	4	-1	2
COC(=O)NC1CSCC1OC(=O)CN1C(=O)c2ccccc2C1=O (stereo not drawn)	0.4	i	-2	13	8	6	-7	-4	4
COc1ccccc1Oc1coc2c(CN(C)C)c(O)ccc2c1=O	2.7	nt	-1	2	3	-3	0	-2	-1
CC(C)c1ccc(NC(=S)NN(c2ccccc2)c2ccccc2)cc1	-0.4	i	0	5	-6	1	40	-7	8
CC(OC(=O)CCCNC(=O)c1ccc(Cl)cc1)C(=O)N(C)Cc1ccccc1 (stereo not drawn)	2.0	i	1	-21	0	0	-3	-1	6
CSc1ccccc1NC(=O)c1cc(-c2cccs2)on1	1.1	i	5	3	1	-1	0	-3	7
CCOC(=O)c1c(C)[nH]c(C(=O)OC(C)C(=O)Nc2ccccc2OC)c1C (stereo not drawn)	-0.2	i	-1	8	-5	0	8	-1	7
CCc1ccc([C@H]2[C@@H]3C(=O)C[C@@H]4C(=O)N(c5ccccc5)C(=O)[C@@H]4[C@@H]3CN2S(=O)(=O)c2ccc(C)cc2)cc1	1.1	i	1	-1	3	0	33	-3	-12
CCCCNC(=O)Nc1ccon1	1.0	i	1	6	-4	11	-3	-2	2
COc1ccccc1N1C(=O)N(C(C)=O)C2C1Nc1ccccc1N2C (stereo not drawn)	1.9	i	7	17	-165	-15	-21	-13	-61
Cc1cc(Cl)c(S(=O)(=O)N2CCCCCC2)cc1OCC(=O)NC1CCCCC1	0.7	i	1	1	2	-1	-1	-9	-10
CCS(=O)(=O)c1ccc(C(=O)Nc2ccccc2)c(Cl)c1Cl	-0.5	i	1	29	1	-3	0	-1	11
CCOCCSc1nc2c(c(=O)[nH]c(=O)n2C)n1CCCc1ccccc1	0.1	i	1	26	-2	-2	-4	-4	-9
Cc1ccc([N+](=O)[O-])c(OCCCN2CCCCCC2)c1	1.6	i	2	-4	-2	0	-6	-1	3
O=c1c2cc(Cl)ccc2nc(-c2ccccc2Cl)n1O	0.3	i	-1	3	-3	-9	6	-4	-4
O=C(COC(=O)c1cc([N+](=O)[O-])ccc1NCc1ccccc1)NCc1ccccc1Cl	-0.8	i	-1	3	-3	-10	24	-2	8
CSCCC(NS(=O)(=O)c1ccccc1F)C(=O)NCC(c1ccc(F)cc1)N1CCOCC1 (stereo not drawn)	-0.6	i	1	24	-2	5	-8	-1	-13
Cc1ccccc1OCC(=O)NCCCNC(=O)c1ccco1	0.1	i	1	-5	3	-9	-2	-2	9
CCCCC(C(=O)NC1CCCC1)N(Cc1ccccc1)C(=O)c1snc(C(N)=O)c1N (stereo not drawn)	0.5	i	3	-8	0	-15	9	-1	10
O=C(COC(=O)/C=C/c1cccc(F)c1)NC1CCCCCC1	-1.6	i	0	4	-3	-14	2	-3	10
O=C(CNC(=O)c1[nH]cnc1C(=O)N[C@@H](Cc1ccccc1)C(=O)OCc1ccccc1)OCc1ccccc1	-0.4	i	0	-7	2	4	26	-1	-2
Cc1ccc(C(=O)N2CCc3ccccc3C2)cc1S(=O)(=O)N1CCOCC1	-1.1	i	-1	-6	1	10	-2	-2	6
CCOC(=O)c1c(OCC)[nH]c2ccc(O)cc12	0.4	i	-2	-3	19	8	-5	-1	9
Cc1ccc(-c2nn(C)c(=O)c3ccccc23)cc1S(=O)(=O)NCCO	-1.8	i	-3	-6	5	-6	-2	-2	16
O=C(CCN1C(=O)C2CC=CCC2C1=O)Nc1ccccc1Cl (stereo not drawn)	-0.5	i	-1	1	-2	12	-5	-2	-8
CC(C)[C@H](N)c1nnc2n1N=C(c1ccc(Cl)cc1)CS2	-0.5	i	0	-8	5	9	-8	-2	2
Cc1oc(-c2cccc(F)c2)nc1CN1CCCCC1CCn1cccn1 (stereo not drawn)	0.9	i	2	6	-3	-2	-9	-6	-10
CCN1C(=O)[C@H]2[C@H]3CN=C(SCc4ccc(Cl)cc4)N3[C@@](C)(C(=O)OC)[C@H]2C1=O	-0.4	i	-4	3	1	4	-2	-2	-7
CCn1c(SCc2c(Cl)cccc2Cl)nc2nc3c(cc2c1=O)CCCC3	1.3	i	3	7	-1	4	12	0	4
COc1ccc(C(=O)N2CCOC2CNC(=O)C(=O)NCc2ccco2)cc1 (stereo not drawn)	-0.4	i	-4	5	1	4	-4	-2	-3
O=C(NC1CCCCC1)C(c1cccs1)N(Cc1cccs1)C(=O)c1ccco1 (stereo not drawn)	-0.5	i	-3	14	-2	-14	7	-3	-6
C/C(=N\NC(=O)c1ccoc1C)c1ccc(Br)s1	0.7	i	-6	-1	2	-1	0	-1	-4
Cc1cc(C(=O)NCc2cccs2)n(-c2ccccc2)n1	0.3	i	2	18	3	-9	-7	-4	9
COc1cccc(-n2c(SCC(N)=O)nnc2-c2ccco2)c1	0.1	i	-1	7	-1	2	-3	-1	2
Cc1cc(NC(=O)CSc2nnc(-c3ccco3)n2Cc2ccccc2)no1	1.2	i	-2	11	-1	10	-4	-2	2
O=C(Nc1ccc2c(c1)CCC2)c1ncoc1-c1ccccc1F	0.0	i	2	3	0	7	21	-2	7
O=S(=O)(NC1CCCC1)c1ccc(F)cc1F	1.3	i	-4	12	1	-8	-4	3	18

Among those listed so far, 4 contain a thiophene ring, fused or not.
smiles	MsrA inh	Neddylation inh	Rin1 Abl inh	SKN-1 block	MT1-MMP act inh	E coli Lon inh	FAS TE block	MsrA act	CendR NRP1 mod
CSc1ccccc1NC(=O)c1cc(-c2cccs2)on1	1.1	i	5	3	1	-1	0	-3	7
O=C(NC1CCCCC1)C(c1cccs1)N(Cc1cccs1)C(=O)c1ccco1 (stereo not drawn)	-0.5	i	-3	14	-2	-14	7	-3	-6
C/C(=N\NC(=O)c1ccoc1C)c1ccc(Br)s1	0.7	i	-6	-1	2	-1	0	-1	-4
Cc1cc(C(=O)NCc2cccs2)n(-c2ccccc2)n1	0.3	i	2	18	3	-9	-7	-4	9

Compound activity (PubChem BioAssay)
